Screening data (PubChem)
TRb SRC2 PPI: TRbeta-SRC2 interaction inhibition | P10828 | Potency, µM (doses to about 106 µM), inactives show at the top dose activity change, negative = inhibition, hits mostly inhibitors | 0.065% of 280,000 active | TRbeta-SRC2 peptide binding, fluorescence polarization; receptor liganded with 1 µM T3;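 further: plate controls were bound peptide for no effect and peptide without receptor for full effect; nearly all actives have a fitted effect of over 50% in size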
Target sequence (P10828 whole entry, looked up): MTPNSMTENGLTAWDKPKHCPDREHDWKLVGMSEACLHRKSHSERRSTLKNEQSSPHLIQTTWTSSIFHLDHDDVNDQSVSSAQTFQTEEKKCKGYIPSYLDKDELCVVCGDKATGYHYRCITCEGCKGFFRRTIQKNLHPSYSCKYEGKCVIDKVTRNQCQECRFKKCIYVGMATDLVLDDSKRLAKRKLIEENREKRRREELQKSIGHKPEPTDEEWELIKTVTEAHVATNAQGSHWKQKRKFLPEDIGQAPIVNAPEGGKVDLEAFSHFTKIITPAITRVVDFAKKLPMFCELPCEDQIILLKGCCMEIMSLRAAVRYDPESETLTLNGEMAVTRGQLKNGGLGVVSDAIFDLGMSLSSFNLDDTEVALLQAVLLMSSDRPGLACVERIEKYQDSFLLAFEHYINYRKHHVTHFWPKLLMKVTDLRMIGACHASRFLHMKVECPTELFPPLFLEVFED
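Each compound concentration gave % activity, normalized to unbound and bound Texas Red SRC2 controls, from polarization read after 5 hr ambient incubation with T3-loaded human TRb LBD.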
GoLoco inh red: RGS12 GoLoco-Gai1 interaction inhibition; P63096; Gai1:RGS12 GoLoco peptide FP, rhodamine, 10 min; Potency, µM (top dose mostly 61.6 µM), without a hit: at the highest dose activity, negative = inhibition, usual class: inhibitors; 0.44% of 230,000 active; active means well fitted inhibition curve with a large enough effect, not every such curve was filed as active; inactive means no such curve, though single readings can be large or run the other way; further: on the % scale 0 is the no-effect control and ±100 the full control effect; nearly all actives have a fitted effect of over 30% in size; many of its hits are not listed in these tables
TexasRed fluor: alters Texas Red total fluorescence, flagging assay interference; 0.29% of 280,000 active; TRb/SRC2 Texas Red total fluorescence interference; Potency, µM (titrated, usually from 106 µM), without a hit: top-dose fluorescence change, negative = quenching; active means well fitted curve in either direction with a large enough effect; inconclusive means small, poorly fitted or top-dose-only effect; further: on the % scale 0 is the no-effect control and ±100 the full control effect
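Human TRβ ligand-binding domain (0.6 uM) and Texas Red SRC2 peptide (20 nM) in Tris buffer with 1 uM T3 and 5% DMSO were incubated with pinned compound for 5 hr at ambient temperature. Total fluorescence was computed as S + 2P (555/632 nm).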
ALDH1A1 inh: blocks purified human ALDH1A1 activity; 7.3% of 220,000 active; Purified ALDH1A1, NADH fluorescence, propionaldehyde substrate; Potency, µM (titrated, usually from 75.3 µM), without a hit: at the top dose activity, negative = inhibition, most hits filed as inhibitors; active means well fitted inhibition curve with a large enough effect, not every such curve was filed as active; inconclusive means small, poorly fitted or top-dose-only effect, or another doubt; inactive means no such curve, though single readings can be large or run the other way;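 further: plate controls were no enzyme wells and a reference inhibitor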
Target sequence (P00352 whole entry, looked up): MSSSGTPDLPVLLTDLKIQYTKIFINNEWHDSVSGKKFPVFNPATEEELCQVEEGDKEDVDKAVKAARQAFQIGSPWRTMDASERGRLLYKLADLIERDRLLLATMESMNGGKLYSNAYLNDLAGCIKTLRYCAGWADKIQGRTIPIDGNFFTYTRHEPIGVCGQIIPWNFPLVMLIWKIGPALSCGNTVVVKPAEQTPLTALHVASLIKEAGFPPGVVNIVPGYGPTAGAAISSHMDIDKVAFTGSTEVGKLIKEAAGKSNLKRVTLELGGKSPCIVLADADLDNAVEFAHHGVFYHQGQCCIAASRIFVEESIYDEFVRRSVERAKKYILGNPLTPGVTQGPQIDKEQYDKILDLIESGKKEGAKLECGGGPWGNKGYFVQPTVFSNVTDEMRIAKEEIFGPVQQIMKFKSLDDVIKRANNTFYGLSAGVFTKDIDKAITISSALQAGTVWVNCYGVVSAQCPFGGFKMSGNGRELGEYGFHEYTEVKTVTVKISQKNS
Lamin A splicing: changes lamin A minigene splicing in HeLa cells; HeLa LMNA splicing GFP/RFP minigene ratio, 48 h; Potency, µM (highest dose often 46.1 µM), without a hit: top-dose ratio change, negative = inhibition, hits mostly inhibitors; 0.01% of 200,000 active; active means well fitted inhibition curve with a large enough effect in the signal ratio, with a control signal flat, not every such curve was filed as active; inconclusive means small, poorly fitted or top-dose-only effect, or effect the other way, or a change in a side signal; the % refers to the signal ratio; further: on the % scale 0 is the no-effect control and ±100 the full control effect
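Read-out is the ratio of GFP to DsRed2 object intensity, acquired by 488 nm laser-scanning cytometry on HeLa lamin A-EGFP minigene reporter cells. Compound incubation 48 hrs at 37 °C in Opti-MEM with 2% FBS; DMSO 0.5% final.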
KDM4E inh: inhibitors of human JMJD2E histone demethylase. B2RXH2. JMJD2E catalytic domain, FDH-coupled NADH fluorescence (FDH is formaldehyde dehydrogenase). Potency, µM (titrated, usually from 57.1 µM), inactives show top-dose activity change, negative = inhibition, most hits filed as inhibitors. 1.6% of 230,000 active; active means well fitted inhibition curve with a large enough effect, not every such curve was filed as active; inconclusive means small, poorly fitted or top-dose-only effect, or another doubt; inactive means no such curve, though single readings can be large or run the other way;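 further: 0% = wells with enzyme and -100% = buffer wells without enzyme; nearly all actives have a fitted effect of over 50% in size; many of its hits are not listed in these tables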
RECQ1 inh: blocks DNA unwinding by human RECQ1; P46063; RECQ1 DNA unwinding, red fluorescence kinetic read; Potency, µM (series often up to 57.3 µM), without a hit: top-dose activity, negative = inhibition, hits mostly inhibitors; 0.54% of 240,000 active; AID 2549;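 further: plate controls were vehicle for no effect and no enzyme for full effect; nearly all actives have a fitted effect of over 30% in size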
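RECQ1T1 50 nM; forked duplex (20 bp + 30-nt ss tails) 200 nM, ATP 2 mM final; pH 8.0, 2 mM MgCl2, 2.5 ug/ml poly(dI-dC); 15 min compound preincubation; discontinuous kinetic read over 2 h at RT.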
SMN2 splice up: SMN2 splice variant enhancement. HEK293 SMN2-luciferase splicing reporter, luminescence, 30-36 h. 2.8% of 210,000 active. Potency, µM (doses to about 46.1 µM), for the others: top-dose activity change, positive = activation, usual class: activators; further: % of control where 0% means no effect; nearly all actives have a fitted effect of over 55% in size
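qHTS luciferase splicing reporter: luminescence rises when SMN2 exon 7 is included in transfected HEK293 cells. Compound exposure lasted 30-36 h at 37C, with 4.5 mM final sodium butyrate as control, followed by a ONE-Glo read.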
Starred values were filed as active, the others as inactive; i = inactive; u = inconclusive; x = no result given; & = joins results of further samples; [ ] = another dose, or the depositor's remark. Unless noted, the call rests on the fitted dose curve; in most records, active means well fitted curve in the direction sought with a large enough effect; inconclusive means small, poorly fitted or top-dose-only effect, or another doubt; inactive means no such curve, though single readings can be large; an effect the other way counts as inactive or inconclusive. Potency means the concentration at half of the fitted maximal effect. Some of the compounds tested (hit frequency here may not be typical).

1) COc1cccc(NC(=S)N2CCCC2c2ccc(OC)c(OC)c2)c1 (stereo not drawn)
2) Cc1ccc(C(C(=O)NCCc2ccccc2)N(C(=O)c2csnn2)C2CC2)o1 (stereo not drawn)
3) COC(=O)c1ccc(CSc2nnc(-c3ccc4c(c3)OCO4)n2-c2ccccc2)o1
4) O=[N+]([O-])CC(=Nc1ccc(Cl)cc1)N/N=C\c1oc(O)c2ccccc12
5) COc1cc(SC)ccc1C(=O)Nc1ccc(C)cc1C
6) O=C(COc1ccccc1F)Nc1ccc(S(=O)(=O)NCc2ccco2)cc1
7) CCC1Oc2ccc(C)cc2N(CC(=O)N(Cc2ccc(C)o2)C2CC(C)(C)NC(C)(C)C2)C1=O (stereo not drawn)
8) COc1ccc(-n2c(SCC#N)nc3ccccc3c2=O)cc1
Assay by compound	1	2	3	4	5	6	7	8
TRb SRC2 PPI	2%	9%	-6%	-15%	1%	2%	4%	-11%
GoLoco inh red	4%	1%	1%	6%	3%	5%	18%	6%
TexasRed fluor	3%	0%	-6%	1%	-2%	-2%	-1%	-3%
ALDH1A1 inh	1%	u	2%	u	u	5%	3%	16%
Lamin A splicing	x	0%	u	0%	-3%	u	-13%	-6%
KDM4E inh	5%	6%	-3%	-9%	u	0%	4%	1%
RECQ1 inh	-2%	-9%	-2%	i	i	33%[activator]	0%	-7%
SMN2 splice up	x	5%	-10%	10%	13µM*	7%	5%	1%

Four compounds from above, ordered by count of non-hydrogen atoms, low to high.
5) COc1cc(SC)ccc1C(=O)Nc1ccc(C)cc1C
8) COc1ccc(-n2c(SCC#N)nc3ccccc3c2=O)cc1
4) O=[N+]([O-])CC(=Nc1ccc(Cl)cc1)N/N=C\c1oc(O)c2ccccc12
6) O=C(COc1ccccc1F)Nc1ccc(S(=O)(=O)NCc2ccco2)cc1
Assay by compound	5	8	4	6
TRb SRC2 PPI	1%	-11%	-15%	2%
GoLoco inh red	3%	6%	6%	5%
TexasRed fluor	-2%	-3%	1%	-2%
ALDH1A1 inh	u	16%	u	5%
Lamin A splicing	-3%	-6%	0%	u
KDM4E inh	u	1%	-9%	0%
RECQ1 inh	i	-7%	i	33%[activator]
SMN2 splice up	13µM*	1%	10%	7%

Results in ALDH1A1 inh, KDM4E inh and TRb SRC2 PPI, for some of the entries so far:
#	Molecule	ALDH1A1 inh	KDM4E inh	TRb SRC2 PPI
1	COc1cccc(NC(=S)N2CCCC2c2ccc(OC)c(OC)c2)c1 (stereo not drawn)	1%	5%	2%
7	CCC1Oc2ccc(C)cc2N(CC(=O)N(Cc2ccc(C)o2)C2CC(C)(C)NC(C)(C)C2)C1=O (stereo not drawn)	3%	4%	4%
2	Cc1ccc(C(C(=O)NCCc2ccccc2)N(C(=O)c2csnn2)C2CC2)o1 (stereo not drawn)	u	6%	9%
3	COC(=O)c1ccc(CSc2nnc(-c3ccc4c(c3)OCO4)n2-c2ccccc2)o1	2%	-3%	-6%
6	O=C(COc1ccccc1F)Nc1ccc(S(=O)(=O)NCc2ccco2)cc1	5%	0%	2%

More compounds:
9) COc1ccc(NC(NC(=O)c2ccc(OC)cc2)C(Cl)(Cl)Cl)cc1 (stereo not drawn)
10) Cc1ccc(C)c(-n2ccnc2SCC(N)=O)c1
11) CC1(C)CC(=O)C(C=NCC2CCNCC2)=C(O)C1
12) CN(C)S(=O)(=O)c1cccc(NC(=O)COC(=O)/C=C/c2ccco2)c1
13) COc1ccc(OC)c2c1sc(=NC(=O)c1cccc(N3C(=O)CCC3=O)c1)n2C
14) COc1cccc(-c2nc(N)nc(SC)c2C#N)c1
15) CCOC(=O)c1sc(NC(=O)c2cc(S(=O)(=O)N3CCOCC3)ccc2C)nc1C
16) COc1ccccc1N(CC(=O)NCC1CCCO1)C(=O)Cn1nnc(-c2cccs2)n1 (stereo not drawn)
Assay by compound	9	10	11	12	13	14	15	16
TRb SRC2 PPI	0%	1%	-5%	3%	1%	1%	0%	-3%
GoLoco inh red	-1%	5%	-9%	2%	21%	19%	2%	16%
TexasRed fluor	-3%	-3%	-3%	1%	1%	-3%	1%	0%
ALDH1A1 inh	u	21%	-5%	-7%	u	x	-10%	u
Lamin A splicing	-5%	8%[46 µM]	7%	1%	-14%	x	-6%	4%[46 µM]
KDM4E inh	-4%	6%	5%	12%	-10%	-2%	3%	u
RECQ1 inh	-13%	i	-1%	-7%	-5%	-1%	-4%	-11%
SMN2 splice up	-29%	6%	-1%	2%	-40%[inhibitor]	x	-11%	x

17) O=C1COc2ccc(S(=O)(=O)N3CCc4ccccc43)cc2N1
18) CCOc1ccc(C(CC(=O)O)NS(=O)(=O)c2ccc(C)cc2)cc1OC (stereo not drawn)
19) COc1cccc([C@@H]2Oc3ccc(Br)cc3C(=O)[C@H]2OC(=O)NCCOc2ccccc2)c1
20) COc1ccc(CN(C(=O)c2cccc(OC)c2)C2CCS(=O)(=O)C2)cc1 (stereo not drawn)
21) Cc1ccc(NC(=O)CSCC(=O)N2CCOCC2)cc1
22) CCC(C)Nc1c2c(nc3c(-c4ccccc4)c(C)nn13)CCC2 (stereo not drawn)
23) Cc1ccc(-c2cnn(-c3cccc(C(F)(F)F)c3)c2N)cc1
24) C/C(Cc1ccccc1)=N\NC(=O)CNC(=O)c1ccccc1O
Assay by compound	17	18	19	20	21	22	23	24
TRb SRC2 PPI	0%	-8%	5%	-4%	-7%	-1%	3%	4%
GoLoco inh red	4%	0%	7%	-2%	-4%	3%	-4%	12%
TexasRed fluor	-1%	-1%	0%	-4%	0%	-2%	-4%	-4%
ALDH1A1 inh	x	6%	0%	x	-4%	u	10%	x
Lamin A splicing	x	0%	x	x	-8%	0%	11%	x
KDM4E inh	1%	5%	u	-2%	2%	u	-4%	u
RECQ1 inh	-13%	-10%	-5%	-1%	-8%	i	-9%	-15%
SMN2 splice up	x	-3%	3%	x	-17%	-12%	27%	x

25) Cc1nnc(-c2ccco2)c2cn(-c3cccc(Br)c3)nc12
26) COC(=O)c1ccc(C23CC4(C2)[C@H](CN(Cc2ccc(C(F)(F)F)cc2)[C@@H]4c2ccccc2)C3c2ccc(Cl)nc2)cc1 (stereo partly drawn)
27) CC1(C)Cc2c(c(N3CCOCC3)nc3sc4c(NCC5CCCO5)nnnc4c23)CS1 (stereo not drawn)
28) O=C(NCCN1CCN(c2ccccc2)CC1)c1cccn2c(=O)c3ccccc3nc12
29) Cc1ccc(S(=O)(=O)CCC(=O)NCc2ccccc2Cl)cc1
30) CCO[C@H]1OC(C(=O)O)=C[C@@H](c2ccc3c(c2)OCO3)[C@@H]1CCCO
31) Nc1nc(CSCc2ccccc2)nc(N2CCOCC2)n1
32) C#CCOCCOCCOCCNc1nc(N2CCN(C(=O)[C@H](Cc3cc4ccccc4[nH]3)n3cc([C@@H](N)Cc4ccc(O)cc4)nn3)CC2)nc(N2CCN(C(=O)[C@H](Cc3cc4ccccc4[nH]3)n3cc([C@@H](N)CC(C)C)nn3)CC2)n1
Assay by compound	25	26	27	28	29	30	31	32
TRb SRC2 PPI	2%[53 µM]	-2%&3%	-4%	3%	10%	-10%	-5%	8%
GoLoco inh red	89%[activator]	17%&8%	-5%	x	3%	-3%	18%	11%
TexasRed fluor	3%[53 µM]	-1%&-2%	-8%	-4%	0%	0%	-5%	-7%
ALDH1A1 inh	u	-1%	u	6%	-8%	-3%	u	x
Lamin A splicing	u	x	x	-15%	u	x	4%	x
KDM4E inh	-17%	-13%	7%	4%	-2%	-5%	-12%	u
RECQ1 inh	-3%	-4%	-6%	1%	-6%	-3%	-13%	u
SMN2 splice up	-12%	-9%	x	x	-42%	x	u	x

33) CCOc1ccc(N(CC(=O)NCc2cccc(OC)c2)S(=O)(=O)c2c(C)noc2C)cc1
34) CCCN(CCC)CCNC(=O)C1c2ccccc2C(=O)N(CCOC)C1c1ccc(F)cc1 (stereo not drawn)
35) COc1ccc(OCC(O)Cn2c(=N)n(CCN3CCOCC3)c3ccccc32)cc1 (stereo not drawn)
36) COc1ccc(CN2C(=O)c3cccnc3C2O)cc1 (stereo not drawn)
37) COc1ccc(/C=N/NC(=O)c2cccc(NC(=O)c3ccc(F)cc3)c2)c(C(=O)O)c1OC
38) CC(C)NC(=O)C1CCN(C(=O)C(C(=O)c2ccccc2)n2cc(Cl)ccc2=O)CC1 (stereo not drawn)
39) Cc1ccc(C)c(CSc2nnc(C)c(=O)[nH]2)c1
40) CN1CCN(C(=O)C2CCC(CNS(=O)(=O)c3cccc4cccnc34)CC2)CC1 (stereo not drawn)
Assay by compound	33	34	35	36	37	38	39	40
TRb SRC2 PPI	-4%	-8%	0%	-3%	-3%	0%	1%	-1%
GoLoco inh red	-3%	-6%	7%	-2%	27%	0%	-1%	-2%
TexasRed fluor	-4%	1%	3%	0%	-5%	1%	-2%	-1%
ALDH1A1 inh	-10%	-15%	14%	-8%	u	-12%	8%	0%
Lamin A splicing	-15%	-3%	10%	10%	x	5%	-7%[46 µM]	4%
KDM4E inh	0%	0%	3%	u	u	-8%	-12%	1%
RECQ1 inh	-3%	13%	8%	i	i	0%	-9%	0%
SMN2 splice up	-7%	x	-23%	13%	-12%	-3%	-10%	-3%

41) COC(=O)c1sccc1NC(=O)C1C2C=CC(O2)C1C(=O)O (stereo not drawn)
42) CSc1nc2ccccc2n1Cc1c(Cl)cccc1Cl
43) C#CCNc1nc(C)nc2c1nnn2Cc1ccccc1F
44) CCOc1ccc2[nH]cc(S(=O)(=O)c3ccc(Cl)cc3)c(=O)c2c1
Assay by compound	41	42	43	44
TRb SRC2 PPI	2%	0%	-3%	-2%
GoLoco inh red	3%	-25%	4%	4%
TexasRed fluor	-3%	-1%	1%	-1%
ALDH1A1 inh	1%	2%	11µM*	8%
Lamin A splicing	-5%	5%	11%	x
KDM4E inh	2%	-2%	2%	-17%
RECQ1 inh	-6%	i	i	i
SMN2 splice up	x	-14%	-15%	-66%[inhibitor]
